Screening data from PubChem.
CHT PAM – allosteric activators of human choline transporter CHT | AID 488977 | hit rate 0.49% among 310,000 | B-score at 10 µM | CHT-expressing cells, membrane potential dye, choline EC20; active compounds read high; LV-AA mutant CHT in HEK293 cells;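 active = initial fluorescence not abnormally high and integrated response B-score, plate-corrected, over 3 SD above library mean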
Target sequence (Q9GZV3 whole entry, looked up): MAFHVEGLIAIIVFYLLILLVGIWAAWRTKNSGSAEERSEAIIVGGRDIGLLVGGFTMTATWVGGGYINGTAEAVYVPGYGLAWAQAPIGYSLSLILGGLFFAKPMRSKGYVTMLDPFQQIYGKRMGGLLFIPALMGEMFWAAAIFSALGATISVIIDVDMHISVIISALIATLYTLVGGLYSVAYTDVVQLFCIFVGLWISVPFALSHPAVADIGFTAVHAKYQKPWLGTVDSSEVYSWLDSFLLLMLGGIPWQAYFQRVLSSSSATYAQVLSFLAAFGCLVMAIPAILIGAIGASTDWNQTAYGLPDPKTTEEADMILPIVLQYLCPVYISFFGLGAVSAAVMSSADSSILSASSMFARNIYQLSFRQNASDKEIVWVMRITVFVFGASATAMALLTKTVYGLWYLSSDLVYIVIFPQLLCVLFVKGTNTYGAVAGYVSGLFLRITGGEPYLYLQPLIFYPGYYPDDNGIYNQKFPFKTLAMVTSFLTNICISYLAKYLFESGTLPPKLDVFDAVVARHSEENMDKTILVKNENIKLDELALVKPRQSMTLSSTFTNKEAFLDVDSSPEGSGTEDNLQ
OX1R antagonist – antagonists of human orexin 1 receptor. CHO/OX1R cells, Fluo-8 calcium fluorescence, orexin A. O43613. hit rate 0.43% among 330,000. inhibition, % at 5 µM;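 active = inhibition above its plate's threshold, mean inhibition of all tested compounds on the plate plus 3 SD, cut at about 37% in these data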;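 also: 0% = orexin A challenge wells and 100% = SB-334867-A antagonist wells; not every result past the cut was called active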
Target sequence (O43613 whole entry, looked up): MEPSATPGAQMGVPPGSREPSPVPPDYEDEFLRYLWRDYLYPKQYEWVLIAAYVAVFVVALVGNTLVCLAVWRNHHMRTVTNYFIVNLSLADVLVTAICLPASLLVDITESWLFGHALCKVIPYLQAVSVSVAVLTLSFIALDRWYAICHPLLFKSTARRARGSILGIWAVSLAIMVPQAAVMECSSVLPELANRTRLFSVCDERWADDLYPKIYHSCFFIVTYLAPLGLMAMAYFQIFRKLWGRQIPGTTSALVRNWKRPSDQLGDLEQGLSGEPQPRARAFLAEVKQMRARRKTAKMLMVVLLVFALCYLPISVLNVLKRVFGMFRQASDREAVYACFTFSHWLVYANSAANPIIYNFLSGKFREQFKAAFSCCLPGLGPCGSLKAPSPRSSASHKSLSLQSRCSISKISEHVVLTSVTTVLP
Active calls of the source: *.

Results for O=C(Nc1ccc(OCC(=O)N2CCOCC2)cc1)c1cc(F)c(F)cc1Cl ?
CHT PAM: inactive; OX1R antagonist: -22.8

How did CC(=O)c1c(OCC(=O)N(C)C2CCCCC2)ccc2c(C)cc(=O)oc12 do in these assays?
OX1R antagonist: -27.6

What do the screens show for `O=CNC(n1cnc2c(N3CCOCC3)ncnc21)C(Cl)(Cl)Cl` (configuration not stated)?
CHT PAM: inactive; OX1R antagonist: -11.7

Results for C[C@@]12C(=O)N(CCc3c[nH]c4ccccc34)CC(=O)N1[C@H]1c3ccccc3OC[C@@H]1[C@@H]2c1ccccc1 ?
OX1R antagonist: -12.6

How did CSCCC1C(=O)OC2(C)CC(C)(C)NC(=S)N12 (configuration not stated) do in these assays?
CHT PAM: inactive; OX1R antagonist: -19.4

How did Cc1c(C=C2C(=O)c3ccccc3C2=O)cc(C#N)n1C do in these assays?
CHT PAM: inactive; OX1R antagonist: -15.4

How did COC(=O)c1ccc(OC(=O)CCN2c3ccccc3Sc3ccccc32)cc1 do in these assays?
CHT PAM: inactive; OX1R antagonist: -21.2

How did CC[C@]12c3[nH]c4cc(-c5ccco5)ccc4c3CCN1C(=O)[C@@H](CC(=O)NCCCOC)C[C@@H]2C(=O)N1CCN(C(=O)C2CC2)CC1 do in these assays?
OX1R antagonist: -14.6

What do the screens show for `Cc1ccc(OCC(=O)Nc2cccnc2Cl)cc1C`?
CHT PAM: inactive; OX1R antagonist: 11.6

How did Fc1ccc(CSc2ncnc3c2oc2ccccc23)cc1 do in these assays?
CHT PAM: inactive; OX1R antagonist: -12.5

How did N/C(=N\OC(=O)c1ccccc1F)c1cccc([N+](=O)[O-])c1 do in these assays?
CHT PAM: inactive; OX1R antagonist: -5.3

Results for O=C(NC1CCCC1)C1CCN(S(=O)(=O)N2CCCCC2)CC1 ?
CHT PAM: inactive; OX1R antagonist: 3.0

How did CC(C)(C)c1ccc(C(=O)NCC(=O)OCC(=O)NC(=O)NC2CCCC2)cc1 do in these assays?
OX1R antagonist: -13.7

How did Cc1ccc(C)c(Cn2nnc3c(=O)[nH]c(C4CCCN(C(=O)C5CCCCC5)C4)nc32)c1 (configuration not stated) do in these assays?
CHT PAM: inactive; OX1R antagonist: -31.8

Results for O=S(=O)(/C=C/c1ccccc1)NC1CCCCCCC1 ?
CHT PAM: inactive; OX1R antagonist: -42.5

What do the screens show for `CCc1cccc(CC)c1NC(=S)NCCc1c(C)[nH]c2ccccc12`?
CHT PAM: inactive; OX1R antagonist: -10.5

How did Cc1cc(C(=O)Nc2cccc([N+](=O)[O-])c2)c(C)o1 do in these assays?
CHT PAM: inactive; OX1R antagonist: -2.2

Results for COc1ccc(N2C(=O)CC(N3CCN(c4nc5ccccc5s4)CC3)C2=O)cc1 (configuration not stated) ?
CHT PAM: inactive; OX1R antagonist: -6.5

What do the screens show for `CC(=O)NC1C(=O)N=C(SC(C)C(=O)Nc2cccc(Cl)c2)NC1=O` (configuration not stated)?
CHT PAM: inactive; OX1R antagonist: -1.7

What do the screens show for `O=C(CCCCCNc1nc(=S)[nH]c2ccccc12)N1CCN(c2ccccn2)CC1`?
CHT PAM: inactive; OX1R antagonist: 2.5

Results for O=C1c2ccccc2C(Nc2ccc(Cl)cn2)N1Cc1ccccc1 (configuration not stated) ?
CHT PAM: inactive; OX1R antagonist: 4.3

Results for COC(=O)c1cc(OC)c(OC)cc1NCC(=O)Nc1ccc(OC)c(OC)c1 ?
CHT PAM: inactive; OX1R antagonist: -14.4

What do the screens show for `Cn1c(NC(=O)/C=C\c2ccccc2)cc(=O)n(C)c1=O`?
CHT PAM: inactive; OX1R antagonist: -1.7

What do the screens show for `Cc1nn(-c2ccccc2)c(Cl)c1/C=N/Nc1ccc(Cl)c(C(=O)O)c1`?
CHT PAM: inactive; OX1R antagonist: -7.3

How did CCC1(CC)NC(=O)N(Cc2nc3ccccc3s2)C1=O do in these assays?
CHT PAM: inactive; OX1R antagonist: -7.9

How did Cc1ccc(CNS(=O)(=O)c2ccc(F)c(F)c2)n1C do in these assays?
CHT PAM: inactive; OX1R antagonist: -10.9

How did CCn1ccc(C(=O)NC2=C(C#N)CCC2)n1 do in these assays?
CHT PAM: inactive; OX1R antagonist: -9.1

What do the screens show for `COc1ccccc1/C=C/C(=O)NNC(=O)c1cccs1`?
CHT PAM: inactive; OX1R antagonist: 4.0

How did CC(C)NC(=S)NCc1cccnc1 do in these assays?
CHT PAM: inactive; OX1R antagonist: 8.9

What do the screens show for `COc1ccc(OC)c(S(=O)(=O)NC(N)=NCCc2ccccc2)c1`?
CHT PAM: inactive; OX1R antagonist: -9.7

What do the screens show for `O=C(c1nc2ccc(Cl)cn2c1CNCCc1cnccn1)N1CCCCCCC1`?
CHT PAM: inactive; OX1R antagonist: -19.9

What do the screens show for `OC(COc1ccc(Cl)cc1)CSc1ccccn1` (configuration not stated)?
CHT PAM: inactive; OX1R antagonist: -3.1

Results for CCOC(=O)c1ccc(N2C(=O)C3CCCN3C2=S)cc1 (configuration not stated) ?
OX1R antagonist: -3.9

How did CS(=O)(=O)N(Cc1ccccc1F)c1ccccc1 do in these assays?
CHT PAM: inactive; OX1R antagonist: 3.9

How did CC(NS(=O)(=O)c1ccccc1)C(c1cccs1)N1CCOCC1 (configuration not stated) do in these assays?
CHT PAM: inactive; OX1R antagonist: -13.8

What do the screens show for `C/C(=N\NC(=O)c1ccc([N+](=O)[O-])c(C)c1)c1ccccc1Cl`?
CHT PAM: inactive; OX1R antagonist: 0.6

Continued; the last 4 above are carried over.
Results for CCOC(=O)c1ccc(N2C(=O)C3CCCN3C2=S)cc1 (configuration not stated) ?
OX1R antagonist: -3.9

How did CS(=O)(=O)N(Cc1ccccc1F)c1ccccc1 do in these assays?
CHT PAM: inactive; OX1R antagonist: 3.9

How did CC(NS(=O)(=O)c1ccccc1)C(c1cccs1)N1CCOCC1 (configuration not stated) do in these assays?
CHT PAM: inactive; OX1R antagonist: -13.8

What do the screens show for `C/C(=N\NC(=O)c1ccc([N+](=O)[O-])c(C)c1)c1ccccc1Cl`?
CHT PAM: inactive; OX1R antagonist: 0.6

How did CCc1ccc(C(=O)N/N=C/c2ccncc2)s1 do in these assays?
CHT PAM: inactive

What do the screens show for `O=C(O)COc1cccc(NC(=O)c2ccccc2)c1`?
CHT PAM: inactive; OX1R antagonist: -11.9

Results for COc1ccc(-n2nc(C(=O)NCC(=O)NCC3CCCO3)c3ccccc3c2=O)c(OC)c1 (configuration not stated) ?
CHT PAM: inactive; OX1R antagonist: -17.5

What do the screens show for `O=C(O)c1c2c(nc3ccc(Cl)cc13)CCC2`?
CHT PAM: inactive; OX1R antagonist: -7.1

Results for Cc1cccc(C)c1NC(=O)C1CCCN1S(=O)(=O)c1ccc2c(c1)n(C)c(=O)c(=O)n2C (configuration not stated) ?
CHT PAM: inactive; OX1R antagonist: -17.3

Results for CC1CCc2c(sc(NC(=O)C3=COCCO3)c2C(N)=O)C1 (configuration not stated) ?
OX1R antagonist: 2.4

Results for OC(CNCc1cccnc1)COc1ccc2ccccc2c1 (configuration not stated) ?
CHT PAM: inactive

What do the screens show for `CC(C)(C)[C@H]1C=C(C(=O)N2CCN(Cc3ccccc3)CC2)O[C@@H](OCc2ccc(CO)cc2)C1`?
CHT PAM: inactive; OX1R antagonist: -15.4

How did NS(=O)(=O)c1ccc(CNC(=O)C23CC4CC(CC(C4)C2)C3)cc1 do in these assays?
CHT PAM: inactive; OX1R antagonist: 0.1

How did C[C@H](NC(=O)[C@@H]1CSC2c3ccccc3C(=O)N21)C(=O)NCCc1ccc(F)cc1 (some centres not stated) do in these assays?
CHT PAM: inactive; OX1R antagonist: -28.8

What do the screens show for `COc1ccc(CCC(C)NCc2ccc(C(F)(F)F)cc2)cc1` (configuration not stated)?
CHT PAM: inactive; OX1R antagonist: -15.8

How did O=C(CN1C(=O)C2C3CCC(C3)C2C1=O)N1CCN(Cc2ccccc2)CC1 (configuration not stated) do in these assays?
CHT PAM: inactive; OX1R antagonist: 5.7

Results for CCCc1nc2ccc([N+](=O)[O-])cc2[nH]1 ?
CHT PAM: inactive; OX1R antagonist: -2.2

How did Cc1c(CC(=O)NCC(C)C)c(=O)oc2cc3c(cc12)CCC(C)(C)O3 do in these assays?
CHT PAM: inactive; OX1R antagonist: 0.3

Results for Cc1ccc(NC2CCCN(C(=O)CN3C(=O)c4ccccc4C3=O)C2)cc1C (configuration not stated) ?
CHT PAM: inactive; OX1R antagonist: -40.2

What do the screens show for `COc1ccc(CCNC(=O)Cc2cc(OC)c(OC)cc2[N+](=O)[O-])cc1OC`?
CHT PAM: inactive; OX1R antagonist: -12.8

Results for Cc1ccc(C)c(NC(=S)N(Cc2ccco2)C(C)c2cccs2)c1 (configuration not stated) ?
CHT PAM: inactive; OX1R antagonist: -16.2

Results for COc1cccc(NC(=O)c2cc(-c3ccncc3)nc3c(C)cc(C)cc23)c1 ?
CHT PAM: inactive; OX1R antagonist: -13.9

How did O=C(CCSCCC(=O)Nc1ccccc1F)Nc1ccccc1F do in these assays?
CHT PAM: inactive; OX1R antagonist: -34.5

Results for Cc1ccc(S(=O)(=O)N2CCC3(CC2)CC(=O)c2ccccc2O3)cc1 ?
CHT PAM: inactive; OX1R antagonist: -37.1

Results for COc1ccc(C(=O)O)cc1F ?
CHT PAM: inactive; OX1R antagonist: 4.7

What do the screens show for `COc1ccc(/C=C(/C#N)C(=O)Nc2cccc(C)c2C)cc1C(=O)O`?
CHT PAM: inactive; OX1R antagonist: -7.6

Results for O=C(COC(=O)/C=C/c1cccc(Cl)c1)Nc1ccc(N2CCOCC2)cc1 ?
OX1R antagonist: -4.2

How did c1ccc(-c2cn(-c3ccccc3)c3ncnc(N4CCCCC4)c23)cc1 do in these assays?
CHT PAM: inactive; OX1R antagonist: -45.8

Reprinted at random: 4 compounds from above
Results for Cc1ccc(NC2CCCN(C(=O)CN3C(=O)c4ccccc4C3=O)C2)cc1C (configuration not stated) ?
CHT PAM: inactive; OX1R antagonist: -40.2

What do the screens show for `COc1ccc(/C=C(/C#N)C(=O)Nc2cccc(C)c2C)cc1C(=O)O`?
CHT PAM: inactive; OX1R antagonist: -7.6

Results for CCCc1nc2ccc([N+](=O)[O-])cc2[nH]1 ?
CHT PAM: inactive; OX1R antagonist: -2.2

Results for COc1ccc(C(=O)O)cc1F ?
CHT PAM: inactive; OX1R antagonist: 4.7

Additional structures
What do the screens show for `CCNC(=O)c1ccccc1CCc1ccccc1`?
CHT PAM: inactive; OX1R antagonist: -13.9

How did C/C(=N\Nc1ccc([N+](=O)[O-])cc1)c1cc2ccccc2o1 do in these assays?
CHT PAM: inactive; OX1R antagonist: 55.4*

How did Cc1cc(NC(=O)C2CC(=O)N(c3cccc(C)c3C)C2)no1 (configuration not stated) do in these assays?
CHT PAM: inactive; OX1R antagonist: -18.4

What do the screens show for `COc1ccc(-c2nc(CN3CCN(c4ncccn4)CC3)c(C)o2)cc1C`?
CHT PAM: inactive; OX1R antagonist: -14.4

What do the screens show for `CCOC(=O)N1CCN(C(=O)C(=O)NNC(=O)COc2ccc(Cl)cc2)CC1`?
CHT PAM: inactive; OX1R antagonist: 6.4

Results for CCOC(=O)CCP(=O)(O)C(O)c1ccccc1 (configuration not stated) ?
CHT PAM: inactive; OX1R antagonist: -10.7

Results for CCOc1cc(NC(=S)NCC2CCCO2)c(OCC)cc1NC(=O)c1ccc(C)cc1 (configuration not stated) ?
CHT PAM: inactive; OX1R antagonist: -56.1

How did Cc1cc(C)c(C)c(S(=O)(=O)N2CCN(CC(=O)Nc3ccc([N+](=O)[O-])cc3)CC2)c1C do in these assays?
CHT PAM: inactive; OX1R antagonist: -22.6

Results for On1nnc2cc(C(F)(F)F)ccc21 ?
CHT PAM: inactive; OX1R antagonist: 2.8

What do the screens show for `Cc1ccc2c(c1)/C(=C/c1ccc(F)cc1)C(=O)N2`?
CHT PAM: inactive; OX1R antagonist: -21.2

How did O=C(CNC(=O)Cc1ccccc1)NCC(=O)N1CCCCC1 do in these assays?
CHT PAM: inactive; OX1R antagonist: 5.5

How did COCCNc1nc2nonc2nc1N(C)Cc1cccc2cnccc12 do in these assays?
CHT PAM: inactive; OX1R antagonist: -33.2

What do the screens show for `COc1cccc(OCC(=O)Nc2ccncc2)c1`?
CHT PAM: inactive; OX1R antagonist: -0.5

What do the screens show for `CC1=CCC2C(=O)N(c3ccc(S(N)(=O)=O)cc3)C(=O)C2C1` (configuration not stated)?
CHT PAM: inactive; OX1R antagonist: -10.7

Results for CC(C)C(NC(=O)c1ccc(F)cc1)C(=O)N1CCOCC1 (configuration not stated) ?
OX1R antagonist: -6.0

Results for COc1ccc(-c2nc3ccccc3c(=O)n2-c2c(C)n(C)n(-c3ccccc3)c2=O)cc1 ?
CHT PAM: inactive; OX1R antagonist: -22.8

Results for Cc1nnc(SCc2cc(=O)[nH]c(=S)[nH]2)s1 ?
CHT PAM: inactive; OX1R antagonist: -16.0

Results for CN(Cc1ccc(OC(F)F)cc1)C(=O)/C=C/c1ccc(S(=O)(=O)N2CCOCC2)cc1 ?
OX1R antagonist: -3.6

Results for CCOCCn1c(CN2CCN(c3ccc(F)cc3)CC2)nc2c1c(=O)n(C)c(=O)n2C ?
CHT PAM: inactive; OX1R antagonist: -17.7

How did CCOC(=O)[C@H]1[C@H]2COc3ccc(OC)cc3[C@@H]2N2C(=O)c3cc(OC)ccc3NC(=O)[C@@]12C do in these assays?
CHT PAM: inactive; OX1R antagonist: -23.3

How did CN(C)c1ccc(C(=O)N2CCNC(=O)C2CC(=O)Nc2ccc(F)cc2)cc1 (configuration not stated) do in these assays?
CHT PAM: inactive; OX1R antagonist: -2.5

How did Cc1ccc(CCNC(=O)C2CCN(S(=O)(=O)c3ccc4c(c3)NC(=O)CO4)CC2)cc1 do in these assays?
CHT PAM: inactive; OX1R antagonist: -18.3

What do the screens show for `O=C(COC(=O)Cc1ccc(Br)cc1)NC1CCCCCC1`?
CHT PAM: inactive; OX1R antagonist: -35.4

Results for COC(=O)[C@H]1C[C@@H]1[C@H](NC(=O)c1cnccn1)c1ccccc1 ?
CHT PAM: inactive; OX1R antagonist: -13.4
